Pol beta inh – blocks human DNA polymerase beta activity; Potency, µM (highest dose often 114 µM), inactives show top-dose activity change, negative = inhibition, hits mostly inhibitors; P06746; AID 485314; Pol beta primer extension/strand displacement, fluorescence kinetic; actives 1.3% (n = 340,000); note: potency is the fitted concentration of half-maximal effect; % is set by controls: 0 for no effect and ±100 for the full control effect
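Enzyme-only controls used 10 nM Pol beta; buffer lacking enzyme served as negative control. Compound preincubated 15 min, then 50 nM substrate added; 0 and 10 min reads at room temperature.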
POLK inh – DNA polymerase kappa (human) inhibition | purified Pol kappa, fluorescent DNA synthesis assay, 10 min | AID 588579 | Q9UBT6 | actives 0.53% (n = 400,000) | Potency, µM (series often up to 107 µM), for the others: at the top dose activity, negative = inhibition, most hits filed as inhibitors; note: potency is the fitted concentration of half-maximal effect; % is set by controls: 0 for no effect and ±100 for the full control effect
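Readout: fluorescence, taken kinetically at 0 and 10 min. Conditions: 10 nM Pol kappa, 15 min RT compound preincubation, 50 nM substrate final. Controls: enzyme-free buffer wells.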
Apoferritin bind – candidate novel general anesthetic via apoferritin binding; P02791; actives 0.074% (n = 350,000); AID 485281; apoferritin/1-aminoanthracene competitive binding, fluorescence; Potency, µM (titrated, usually from 77.5 µM), inactives show top-dose activity change, negative = displacement, hits mostly inhibitors; note: potency is the fitted concentration of half-maximal effect; % is set by controls: 0 for no effect and ±100 for the full control effect; nearly all actives have a fitted effect of over 20% in size
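Read-out: endpoint 1-AMA fluorescence, excitation 380 nm and emission 535 nm, after compounds sit 10 min at room temperature with 10 uM horse-spleen apoferritin in 50% saturated 1-AMA/PBS. Values come from four-parameter Hill fits.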
ERG Ets-DNA blk – ERG Ets/DNA interaction inhibition; P11308; fluorescence polarization, His-ERG Ets domain / labelled DNA; Potency, µM (highest dose often 76.9 µM), for inactives: top-dose FP activity, negative = inhibition, most hits filed as inhibitors; actives 0.028% (n = 370,000); AID 624246; active = well fitted inhibition curve with a large enough effect in the polarisation, with a control signal flat; inconclusive = small, poorly fitted or top-dose-only effect, or effect the other way, or a change in a side signal; inactive = no such curve, though single readings can be large or run the other way; the % refers to the polarisation;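 note: polarization taken with two DNA probes labelled with fluorescein and Texas red; potency is the fitted concentration of half-maximal effect; % of control where 0% means no effect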
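His-tagged ERG Ets domain (1 uM in the protein solution; 300mM KCl, 50mM Tris-HCl, 1mM EDTA, 1mM DTT, pH 7.5) received compound, then a probe mix of 5 nM fluorescein-DNA and 100nM Texas-615-DNA. Fluorescence polarization was read for both dyes.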
APE1 inh – inhibitors of human APE1 endonuclease. P27695. recombinant APE1, TAMRA/BHQ-2 abasic DNA cleavage fluorescence. Potency, µM (doses to about 65.8 µM), for inactives: at the highest dose activity change, negative = inhibition, usual class: inhibitors. actives 0.35% (n = 350,000);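 note: potency is the fitted concentration of half-maximal effect; plate controls were vehicle for no effect and reference inhibitor for full effect; nearly all actives have a fitted effect of over 55% in size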
Target sequence (P27695 whole entry, looked up): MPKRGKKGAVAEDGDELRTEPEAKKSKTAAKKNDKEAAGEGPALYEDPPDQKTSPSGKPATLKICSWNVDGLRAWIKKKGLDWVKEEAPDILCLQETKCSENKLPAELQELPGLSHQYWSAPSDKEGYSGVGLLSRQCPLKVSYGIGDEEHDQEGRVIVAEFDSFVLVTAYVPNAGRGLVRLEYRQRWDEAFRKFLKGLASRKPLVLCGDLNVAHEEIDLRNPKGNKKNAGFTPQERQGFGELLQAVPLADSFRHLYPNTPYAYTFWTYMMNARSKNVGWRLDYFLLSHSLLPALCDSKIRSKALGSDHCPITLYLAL
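Activity was derived from the fluorescence gain between first and third kinetic reads (60 s intervals, ex 525/em 598 nm) after 50 nM THF-abasic TAMRA/BHQ-2 duplex was added to 0.75 nM APE1 preincubated 15 min with compound.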
POLH inh – DNA polymerase eta (human) inhibition | actives 1.2% (n = 390,000) | Potency, µM (doses to about 114 µM), inactives show top-dose activity change, negative = inhibition, actives largely listed as inhibitors | Q9Y253 | recombinant Pol eta, fluorescent DNA replication assay; note: potency is the fitted concentration of half-maximal effect; % is set by controls: 0 for no effect and ±100 for the full control effect
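Fluorescent replication assay: 50 nM final substrate added after a 15 min room-temperature compound preincubation with 10 nM enzyme. Signal taken at 0 min and again at 10 min.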
12-LOX inh – ALOX12 (human) lipoxygenase inhibition | P18054 | purified 12hLO, xylenol orange hydroperoxide absorbance | Potency, µM (highest dose often 108 µM), for the others: top-dose activity change, negative = inhibition, usual class: inhibitors | actives 1.1% (n = 580,000); note: potency is the fitted concentration of half-maximal effect; % is set by controls: 0 for no effect and ±100 for the full control effect
Target sequence (P18054 whole entry, looked up): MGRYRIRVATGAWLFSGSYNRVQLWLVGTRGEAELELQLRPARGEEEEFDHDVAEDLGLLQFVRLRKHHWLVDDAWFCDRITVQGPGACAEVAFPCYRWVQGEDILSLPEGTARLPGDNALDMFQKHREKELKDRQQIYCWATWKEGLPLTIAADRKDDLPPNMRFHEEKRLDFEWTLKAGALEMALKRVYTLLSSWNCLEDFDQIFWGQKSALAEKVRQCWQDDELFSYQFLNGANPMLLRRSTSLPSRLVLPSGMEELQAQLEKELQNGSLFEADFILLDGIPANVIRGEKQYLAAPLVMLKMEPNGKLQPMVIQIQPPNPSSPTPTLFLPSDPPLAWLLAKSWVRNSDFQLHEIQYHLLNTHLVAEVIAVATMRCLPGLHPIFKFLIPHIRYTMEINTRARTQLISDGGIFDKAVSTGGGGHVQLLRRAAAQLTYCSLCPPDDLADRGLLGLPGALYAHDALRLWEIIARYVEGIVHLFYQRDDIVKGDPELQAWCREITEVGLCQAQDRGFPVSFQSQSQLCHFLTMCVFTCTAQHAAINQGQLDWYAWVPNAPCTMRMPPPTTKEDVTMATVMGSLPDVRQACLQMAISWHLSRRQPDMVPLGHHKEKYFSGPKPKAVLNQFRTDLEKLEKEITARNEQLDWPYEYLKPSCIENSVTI
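Hydroperoxide product was detected by ferrous iron/xylenol orange as the 573 to 405 nm absorbance ratio. Arachidonic acid at 40 uM (final) was turned over for 30 min at room temperature by 150 nM human 12hLO, pH 7.0 Hepes buffer, after 15 min compound preincubation.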
LDHA inh – blocks human lactate dehydrogenase A | purified LDHA, NADH/diaphorase-resazurin fluorescence; active compounds read low | actives 0.15% (n = 480,000) | activity change, % (values are at about 110 or 230 µM) | AID 1347041; in the data active = activity change below about -30%; inconclusive = mostly about -25% to -30%;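 note: plate controls were DMSO wells for no effect and wells without enzyme for full effect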
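Human LDH5 at 2 nM final in Tris HCl pH 7.4 with 0.06 mM NADH and 0.2 mM pyruvate, reacted 5 minutes at room temperature. Remaining NADH coupled via diaphorase/resazurin; resorufin fluorescence read at 0 and 20 minutes, normalized to enzyme-free and DMSO wells.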
RGS4 inhibitor – inhibitors of human regulator of G protein signaling 4. Potency, µM (top dose mostly 114 µM), without a hit: at the highest dose activity change, negative = inhibition, most hits filed as inhibitors. Transcreener GDP fluorescence polarization, RGS4-accelerated GTP hydrolysis. actives 0.039% (n = 390,000). P49798; note: potency is the fitted concentration of half-maximal effect; % is set by controls: 0 for no effect and ±100 for the full control effect; nearly all actives have a fitted effect of over 75% in size; some results filed as inactive show a strong effect at the top dose
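MLSMR compounds (23 nl, pin-transferred) preincubated 10 min at room temperature with a 500nM (2x) first reagent, then RGS4 at 900nM (2x) plus Transcreener GDP mix added; fluorescence polarization (620/688 nm) read before and after 90 min at 30 °C.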
* = called active by the depositor; ? = inconclusive; nt = no result given; & = joins results of further samples; [ ] = dose if it differs, or a comment. Unless noted, calls come from the whole dose curve; as a rule, active = well fitted curve in the direction sought with a large enough effect; inconclusive = small, poorly fitted or top-dose-only effect, or another doubt; inactive = no such curve, though single readings can be large; an effect the other way counts as inactive or inconclusive. The list is partial, so the mix of outcomes need not match the whole.

SMILES	Pol beta inh	POLK inh	Apoferritin bind	ERG Ets-DNA blk	APE1 inh	POLH inh	12-LOX inh	LDHA inh	RGS4 inhibitor
CCOc1ccc(S(=O)(=O)N(C)c2ccc(OCC(=O)NCCc3ccc(OC)cc3)cc2)cc1	-24%	-1%	1%	16%	2%	-16%	0%	-5	-11%
COc1ccc(S(=O)(=O)N2CCC(CN3C(=O)c4cccc5cccc(c45)C3=O)CC2)cc1	0%	3%	-2%	1%	2%	-15%	-3%	-4	-12%
CN(C)c1ccc(C2C=C(c3ccccc3)Nc3nnnn32)cc1 (stereo not given)	0%	4%	-15%	1%	nt	5%	-24%	2	-29%
C=CCn1c(Cc2cccs2)nnc1SCC(=O)Nc1ccc(OC)cc1	7%	-9%	?	-15%	-1%	7%	0%	-4	16%
CCOC(=O)c1cnc2ccc(Br)cc2c1NCCCN1CCOCC1	-23%	1%	1%	-7%	-5%	-2%	0%	0	12%
Cc1cc(NC(=O)CSc2n[nH]c(-c3ccc(Cl)cc3Cl)n2)no1	nt	-2%	nt	-15%	41%	3%	3%	-6	23%
CC(C)OC(=O)CNc1n[nH]c(=S)[nH]c1=O	-8%	-11%	-4%	15%	2%	-2%	-10%	3	-30%
CCOCC(=O)Nc1ccc(OCc2ccccc2)cc1	0%	2%	?	8%	-5%	-7%	-2%	-4	2%
COc1cc2cc(CN(Cc3cccnc3)C(=O)Nc3ccccc3F)c(=O)[nH]c2cc1OC	5%	32%[activator]	-3%	3%	24%	-11%	-7%	-5	8%
Cc1cc(NS(=O)(=O)c2ccc(NC(=S)NC(=O)c3ccc(C(C)(C)C)cc3)cc2)no1	-2%	-3%	-3%	-9%	-7%	-15%	7.1µM*	-4	?
COc1ccc(C(CC(=O)O)NC(=O)C(c2ccccc2)c2ccccc2)cc1 (stereo not given)	27%	-16%	-3%	0%	13%	4%	nt	-3	32%
CC(C)c1nnc(NC(=O)CCC(=O)N2CCN(Cc3ccc(F)cc3)CC2)s1	33%	3%	-6%	4%	0%	-2%	5%	-9	26%[11.4 µM]
CCc1cc(=O)oc2cc(C)cc(OC(C)C(=O)NCc3cccnc3)c12 (stereo not given)	0%	-4%	-7%	6%	-12%	-9%	1%&-24%	-8&13	29%[56.9 µM]
CC(=O)NCCNc1nc2c(-c3cccc(C(F)(F)F)c3)nnn2c2ccccc12	22%	0%	-1%	-17%	6%	-1%	14%	-2	-11%
OCCc1ccccc1	nt	-9%	6%	-4%	16%	2%	0%&1%	-9	-5%
CC1=C(C(=O)OC2CCCCC2)C(c2ccccc2F)NC(=O)N1 (stereo not given)	47%	-9%	-5%	8%	-7%	-10%	0%	-9	-3%
O=S1(=O)c2ccccc2N=NN1Cc1ccc(Cl)cc1	?	0%	?	-16%	4%	-2%	-48%	6	-13%
CCCn1cc(S(=O)(=O)c2ccc(C)cc2)c(=O)c2cc(OCC)ccc21	-5%	0%	2%	-3%	27%	1%	-18%	-1	-8%[56.9 µM]
CC(C)OCCCn1c(SCc2ccccc2C#N)nc2c(sc3ccccc32)c1=O	29%	-5%[60.1 µM]	-4%	-2%	nt	-11%	4%	-2	13%
CN1CCN(C(=O)Nc2ccccc2)CC1	-20%	-1%	-5%	-3%	-2%	-10%	-4%	-1	4%
COc1ccccc1CNC(=O)Cn1nnc(-c2ccncc2)n1	-25%	-12%	-13%	-8%	-4%	2%	-4%	-5	-8%
CCc1cccc(CC)c1NC(=S)N1CCn2cccc2C1c1ccncc1 (stereo not given)	-22%	-14%	-10%	-2%	2%	-21%	-5%	-8	-6%
C=CCn1c(=N)n(CC(=O)OC)c2ccccc21	5%	2%	-6%	-7%	11%	-13%	-21%	-2	13%
CCOc1ccccc1N1CCN(CC(=O)Nc2cc(C)on2)CC1	2%	-6%	-5%	3%	4%	-7%	2%	-14	0%
O=C(NNC(=S)Nc1ccc(Cl)cc1)c1ccccc1OC(F)F	37%	-8%	2%	-10%	18%	-10%	-20%	-5	-45%
Cc1ccccc1OCCC(=O)NCCc1ccc(S(N)(=O)=O)cc1	0%	-15%	5%	-12%	0%	-10%	6%	-1	8%
CO/N=C/c1c(-c2ccccc2)nn(C)c1Cl	16%	-7%	-2%	16%	-2%	5%	7%	-2	2%
COc1ccc(N2C(=O)CCC(C(=O)N3CCCCC3)C2c2ccc(F)cc2)cc1 (stereo not given)	1%	-5%	-8%	9%	-1%	-6%	nt	-2	-12%
O=C(Nc1cccc(-n2cnnn2)c1)c1ccc(OC(F)(F)F)cc1	-3%	7%	-12%	21%	20%	-16%	14%	-1	-12%[56.9 µM]
O=C(CN(C(=O)CNC(=O)c1ccco1)c1ccc2c(c1)OCO2)NC1CCCCC1	2%	8%	-20%	8%	1%	-6%	0%	0	-24%
CCC(O)c1cc2c(cc1NC(=O)c1ccc(C)cc1)OCCO2 (stereo not given)	5%	-9%	-7%	0%	-1%	-4%	-9%	-5	16%
COc1ccc(C(=O)NCc2cccnc2)cc1Br	18%	-11%	-15%	-7%	8%	-12%	-14%	-6	-10%[11.4 µM]
O=C(NCc1cccc(Cl)c1)NCc1cccc(Cl)c1	38%	-16%	-3%	2%	-1%	-9%	-3%	0	1%
COc1ccccc1CNC(=O)COC(=O)CSc1ccc(Cl)cc1	nt	-10%	nt	1%	-1%	-8%	?	-5	-2%
CC(C)(C)n1ncc(Oc2ccccc2[N+](=O)[O-])c(Cl)c1=O	1%	-10%	5%	nt	13%	-15%	1%	-18	-1%
CCN(C(=O)COC(=O)/C(C#N)=C/c1cc(C)n(CCOC)c1C)c1c(N)n(Cc2ccccc2)c(=O)[nH]c1=O	nt	-15%	nt	35%[activator]	nt	-11%	227%[activator]	2	-32%
CC(C)C[C@@H](CC#N)N1CCN(CCc2ccccc2)CCC1=O	64%	-17%&4%	0%	-3%	4%	-12%	6%	-9	-2%
CC1CCC(C(C)C)C(OCC(O)CNC(C)c2ccccc2)C1 (stereo not given)	-28%	0%	?	-7%	-2%	-18%	-14%	-3	-8%
CC(=O)c1ccc(NC(=O)C2CCCN(S(=O)(=O)c3cn(C)cn3)C2)cc1 (stereo not given)	1%	2%[60.1 µM]	28%	1%	nt	-28%	5%	2	-3%
CCN1C(=O)c2ccc(C(=O)Nc3nccs3)cc2C1=O	-28%	-17%	-9%	-3%	-2%	1%	27%	-2	-11%
CC(=O)c1cccc(CN2CCCC(CCC(=O)NCc3ccccc3F)C2)c1 (stereo not given)	19%	5%	-11%	-1%	3%	-18%	0%	-5	7%
CCOC(=O)c1sc(=NC(=O)c2c(F)cccc2F)n(C)c1C	10%	8%	?	-5%	64%[activator]	3%	8%	-13	6%
CS(=O)(=O)c1ccc(C(=O)NNC(=O)c2cc(-c3ccccc3)n[nH]2)cc1	nt	0%	nt	-3%	26%	-10%	3%	7	-29%
CN1CCN(C(=O)C2=C[C@H](c3coc4ccccc4c3=O)C[C@H](OCCCCO)O2)CC1	3%	-19%	-1%	-8%	-9%	-1%	0%	-10	9%
Cc1cc(N(C)Cc2ccccc2)nc2cc(O)ccc12	3%	-6%	502%[activator]	2%	8%	-10%	-6%	-2	10%
Brc1cc2c(cc1CSc1ncccn1)OCO2	1%	-13%	?	15%	10%	0%	-12%	-4	2%
Cn1cc(C(=O)Nc2ccc(F)c(Cl)c2)cn1	9%	-4%	-5%	-4%	1%	-20%	-10%	-7	-23%
COc1cc(OC)c(NC(=O)N2CCCn3nc(C)cc32)cc1Cl	-13%	-3%	-13%	-9%	nt	-12%	-4%	-1	?
Nc1nc(Nc2ccc(Cl)cc2Cl)nc(C(F)(F)F)n1	-2%	-17%	-15%	3%	-2%	-19%	0%	-4	-23%
COc1ccc(Cl)cc1C(=O)NCCN(C)C	14%	-23%	-3%	-3%	4%	7%	1%	-4	26%
CN(C)S(=O)(=O)c1ccc(N2CCCC2)c(C(=O)NNC(=O)c2ccc(Br)cc2)c1	nt	-12%	nt	10%	-3%	1%	2%	0	35%
COCCNC(=O)c1cc2c(=O)n(C)c3ccccc3c2n1C	14%	17%	0%	-1%	-5%	-17%	288%[activator]	0	-4%
CCCN(C(=O)CSc1nnc(-c2ccoc2C)n1N)C1CCS(=O)(=O)C1 (stereo not given)	-1%	2%	6%	8%	-4%	15%	0%	-5	10%
Cc1ccc(C(=O)N/N=C/c2cccc3ccccc23)cn1	nt	-10%	nt	-4%	nt	7%	0%	-2	19%
C[C@@H](NC(=O)[C@@H]1Cc2ccccc2CN1)C(=O)NC1CCCC1	38%	-11%	-3%	0%	21%	-19%	8%	-9	-27%
NS(=O)(=O)c1ccc(CCNc2nc(CN3CCOCC3)nc3sc4c(c23)CCC4)cc1	-10%	-4%	-12%	2%	-1%	-8%	?	-5	14%

Single records (already shown):
`COc1cc(OC)c(NC(=O)N2CCCn3nc(C)cc32)cc1Cl` is listed as Pol beta inh = -13%; POLK inh = -3%; Apoferritin bind = -13%; ERG Ets-DNA blk = -9%; APE1 inh = nt; POLH inh = -12%; 12-LOX inh = -4%; LDHA inh = -1; RGS4 inhibitor = ?
`Cc1ccc(C(=O)N/N=C/c2cccc3ccccc23)cn1` is listed as Pol beta inh = nt; POLK inh = -10%; Apoferritin bind = nt; ERG Ets-DNA blk = -4%; APE1 inh = nt; POLH inh = 7%; 12-LOX inh = 0%; LDHA inh = -2; RGS4 inhibitor = 19%
